All columns: NCI-60 one-dose screen, growth in % after 48 h at 10 µM unless noted; 100 = growth as untreated, 0 = no growth, -100 = all killed.
SK-MEL-28 – SK-MEL-28 melanoma; 4.1% of 81,000 active
SK-MEL-5 – SK-MEL-5 melanoma; AID 1794755; 6.4% of 80,000 active
M14 – M14 melanoma; 6.2% of 80,000 active; AID 1794745
HOP-62 – HOP-62 NSCLC; 3.9% of 80,000 active; AID 1794735
HOP-92 – HOP-92 NSCLC cells; AID 1794738; 6.3% of 71,000 active
SK-MEL-2 – SK-MEL-2 melanoma | AID 1794763 | 4.7% of 77,000 active
EKVX – EKVX NSCLC | 3% of 71,000 active | AID 1794765
A549/ATCC – A549/ATCC NSCLC. 3.7% of 81,000 active
The depositor's hits bear a star; . = no result given; & = joins results of further samples. Rule for the calls: active = growth percent below 10; inactive = the rest.

Letters: A = SK-MEL-28; B = SK-MEL-5; C = M14; D = HOP-62; E = HOP-92; F = SK-MEL-2; G = EKVX; H = A549/ATCC
Cc1c[n+]2ccccc2n1C
  A: 99&84; B: 97&107; C: 95&61; D: 104&93; E: 88&80; F: 96&71; G: 95&108; H: 98&79
CCOC(=O)c1c(C)nc2c(c1N)C(=O)C(=O)N2Cc1cc(F)cc(Cl)c1
  A: 106; B: 83; C: 90; D: 84; E: 75; F: 88; G: 91; H: 76
N#Cc1c(-c2cccs2)cc(-c2cnccn2)nc1SCC(=O)Nc1ccc(C(F)(F)F)cc1
  A: 108; B: 94; C: 95; D: 94; E: 89; F: 109; G: 82; H: 102
CCCCNS(=O)(=O)c1ccc(C)cc1
  A: 114; B: 90; C: 109; D: 102; E: 94; F: 107; G: .; H: 103
CC(=O)c1ccc(-c2ccc([N+](=O)[O-])cc2)cc1
  A: 109; B: 104; C: .; D: 109; E: 97; F: 99; G: 102; H: 109
COc1ccccc1N1CCN(CC(O)COc2c(Br)c(Br)c(Br)c3c2OC(C)(C)C3)CC1 (stereo unspecified)
  A: 90; B: 7.4*; C: 30; D: 66; E: -29*; F: 60; G: 117; H: 46
Clc1ccc(-c2nc(-c3cccs3)no2)cc1
  A: 112; B: 88; C: 105; D: 86; E: .; F: 103; G: 85; H: 95
O=C(N/C(=C1/OCCN1Cc1ccccc1)[P+](c1ccccc1)(c1ccccc1)c1ccccc1)c1ccccc1
  A: 23; B: -100*; C: 19; D: 45; E: -17*; F: -28*; G: 15; H: 48
COc1ccc(Cl)cc1Nc1nc(C(F)(F)F)ccc1C(=O)N/N=C/c1cc(OC)c(OC)c(OC)c1
  A: 30; B: 19; C: .; D: .; E: -12*; F: 9.1*; G: 33; H: 59
COc1ccc(-c2cn(-c3ccc(Cl)cc3)c(SCC(=O)c3ccc(Cl)cc3)n2)cc1
  A: 92; B: 91; C: 94; D: 106; E: 83; F: 101; G: 104; H: 96
NC(=O)CN1CCN(c2ccccc2Cl)CC1
  A: 110; B: 110; C: 102; D: 104; E: 103; F: 92; G: 108; H: 111
COc1cc(C(=O)Oc2ccccc2OC(=O)c2cc(OC)c(OC)c(OC)c2)cc(OC)c1OC
  A: 120; B: .; C: 116; D: 88; E: 83; F: 115; G: 96; H: 85
O=C(CN1CCC(c2ccccc2)CC1)Nn1c(COc2ccccc2)nc2ccccc2c1=O
  A: 106; B: 101; C: 103; D: 91; E: 99; F: 97; G: 93; H: 97
O=C(N/N=C/c1ccccc1)c1ccc(NC(=O)c2ccccn2)cc1
  A: 103; B: 103; C: 99; D: 95; E: 138; F: 95; G: 96; H: 93
CCOC(=O)c1cn2ncnc(Oc3ccc(NC(=O)NC4CC4)c(F)c3)c2c1C
  A: 108; B: 95; C: 109; D: 95; E: 132; F: 114; G: 96; H: 102
CCCCCCCCOC(=O)CC[C@@H](C)[C@H]1CC[C@H]2[C@@H]3[C@H](OC(=O)CCN)C[C@@H]4C[C@H](OC(=O)CCN)CC[C@]4(C)[C@H]3C[C@H](OC(=O)CCN)[C@]12C
  A: 58; B: 97; C: 84; D: 38; E: 41; F: 126; G: .; H: 81
O=C(C(=O)N1CCOCC1)c1cn(CCCn2cc(C(=O)C(=O)N3CCOCC3)c3ccccc32)c2ccccc12
  A: 110; B: 100; C: 101; D: 103; E: 79; F: 100; G: 104; H: 104
COc1cc(O)cc(/C=C/c2ccccc2)c1
  A: 117; B: 97; C: 90; D: 93; E: 68; F: 95; G: 104; H: 95
CCOC(=O)/C=C(\CC(=O)O)Nc1ccccc1
  A: 108; B: 101; C: 100; D: 94; E: 83; F: 105; G: .; H: 96
O=C(O)c1ccccc1-c1ccccc1C(=O)Nc1ccc(N=Cc2ccc(F)cc2)cc1
  A: 113; B: 109; C: 115; D: 117; E: 93; F: 95; G: 101; H: 106
COc1cccc(-c2nc3occn3c2-c2ccnc(NCCCNS(=O)(=O)c3ccc(C(F)(F)F)cc3)n2)c1
  A: 97; B: 69; C: 86; D: 103; E: 104; F: 92; G: 93; H: 90
CCC(CCN(C)C)(OC(C)=O)c1ccccc1 (stereo unspecified)
  A: 113; B: 97; C: 101; D: 104; E: .; F: 100; G: 101; H: 100
CCc1ccc(C2=NN(c3ccc(S(N)(=O)=O)cc3)C(c3ccc(N(C)C)cc3)C2)cc1 (stereo unspecified)
  A: 108; B: .; C: 112; D: 94; E: 90; F: 108; G: .; H: 75
CCSc1ncnc2nc[nH]c12
  A: 115; B: 103; C: 118; D: 102; E: 122; F: 97; G: 111; H: 106
CC1(C)COC(c2ccc3c(c2)OCO3)OC1
  A: 110; B: 100; C: 102; D: 100; E: 87; F: 102; G: 98; H: 100
CCNS(=O)(=O)c1ccccc1
  A: 120; B: 104; C: 106; D: 98; E: 102; F: 108; G: 98; H: 106
Brc1ccc(C2CC(n3nnnc3-c3ccccc3)=NN2)cc1 (stereo unspecified)
  A: 107; B: 106; C: 99; D: 104; E: 86; F: 103; G: 101; H: 107
O=S(=O)(Nc1ccc(-n2cnc3cc(-c4ccc(O)cc4)ccc32)cc1)C1CC1
  A: 94; B: 88; C: 97; D: 87; E: 115; F: 95; G: 101; H: 82
CN(C(=O)c1ccccc1)N(C)C(=O)c1ccccc1
  A: 110; B: 108; C: 99; D: 95; E: .; F: 106; G: .; H: 103
Cc1ccc(C(=O)N=c2n(-c3ccccc3)nc3n2CCN3C2=NCCN2)cc1
  A: 99; B: 90; C: 93; D: 94; E: 71; F: 112; G: 100; H: 101
CCS(=O)(=O)Oc1ccc(NC(=O)C2CCCCC2)cc1
  A: 107; B: 100; C: 89; D: 97; E: 114; F: 90; G: 98; H: 87
CN(C)c1ccc(/C=N/Nc2ncc(C(N)=O)c(N)n2)cc1
  A: 111; B: 96; C: 79; D: 91; E: 93; F: 76; G: 98; H: 87
COc1ccc(-c2cncnc2N)cc1OC
  A: 106; B: 106; C: 103; D: -100*; E: 85; F: .; G: .; H: 98
CNc1ccc(C(=O)C2CC2)cc1
  A: 103; B: 106; C: 106; D: 103; E: 121; F: 89; G: .; H: 102
O=Cc1ccc2ccccc2n1
  A: 104; B: 95; C: 90; D: 85; E: 74; F: 100; G: 95; H: 104
COc1ccc(-c2cc(-c3cccnc3)nc(OC)c2C#N)cc1OC
  A: 109; B: 85; C: 98; D: 85; E: 84; F: 89; G: 90; H: 88
CN(C)c1ccc2cc(-c3ccccc3F)c(=O)[nH]c2c1
  A: 107; B: 106; C: 101; D: 96; E: 94; F: .; G: 78; H: 96
COc1cc(N(C)C)ccc1/C=C/C(=O)c1cc(C(=O)c2ccc(Br)cc2)n2ccc(C)cc12
  A: 99; B: 99; C: 101; D: 110; E: 106; F: 107; G: 91; H: 94
Brc1ccccc1C[n+]1cccc2ccccc21
  A: 103; B: 93; C: 96; D: 93; E: .; F: 83; G: .; H: 43
COc1ccc2c(c1)oc1c(C)c3c(c(C)c12)C(=O)N(CCCCCC#N)C3=O
  A: 104; B: 95; C: 92; D: 110; E: 115; F: 98; G: 98; H: 91
COc1ccc(Nc2ncnc3c2c(C)nn3-c2ccc(Cl)cc2)cc1
  A: 108; B: 97; C: .; D: 80; E: 71; F: 89; G: 86; H: 96
Nc1nc(-c2cc3c(cc2Cl)NC(=O)/C3=C/c2ccc(Cl)cc2)cs1
  A: 45; B: 6.5*; C: 29; D: 63; E: 18; F: 37; G: 35; H: 64
O=C(NCCc1ccc(F)cc1)Nc1ccc2c(ccn2C(=O)c2cccc(F)c2)c1
  A: 104; B: 95; C: .; D: 78; E: 84; F: 100; G: 92; H: 84
Cc1c(C(=O)Nc2ccccc2)sc2c(=O)[nH]c(C(F)(F)F)nc12
  A: 112; B: 101; C: 111; D: 97; E: .; F: 108; G: 91; H: 101
CC(=O)N1N=C(c2ccc(Nc3nc(Nc4ccc(F)cc4)nc(Nc4ccc(Cl)cc4)n3)cc2)CC1c1ccccc1 (stereo unspecified)
  A: 108; B: 90; C: 93; D: 96; E: 22; F: 80; G: 76; H: 80
COc1ccc(-c2cc(-c3ccc(OC)cc3)n3nc(N)nc3n2)cc1
  A: 106; B: 76; C: 113; D: 110; E: 85; F: 118; G: 98; H: 102
N#Cc1cc(O)n2c1C(=N)c1ccccc1-2
  A: 110; B: 96; C: 94; D: 93; E: 93; F: 98; G: 62; H: 96
C[C@H]1[C@H](C)CC[C@]2(C(=O)O)CC[C@]3(C)C(=CC(=O)[C@@H]4[C@@]5(C)CCC(=O)C(C)(C)[C@@H]5CC[C@]43C)[C@H]12
  A: 103; B: 102; C: 95; D: 85; E: 77; F: 95; G: 99; H: 85
O=C1NS(=O)(=O)c2ccccc21
  A: 112&112&120; B: 105&105&104; C: 102&105; D: 95&105&107; E: 105&91&95; F: 102&99&158; G: 89&104&93; H: 98&106&103
COc1cc(C(=O)NN=C2c3ccccc3-c3ccccc32)cc(OC)c1OC
  A: 47; B: 7.1*; C: 18; D: 37; E: 42; F: 6.5*; G: .; H: 44

Additional results:
Letters: A = SK-MEL-28; B = SK-MEL-5; C = M14; D = HOP-62; E = HOP-92; F = SK-MEL-2; G = EKVX; H = A549/ATCC
C#Cc1ccc(-n2c(/C=C/c3c(OC)cc(OC)cc3OC)nc3ncccc3c2=O)cc1
  A: 112; B: 96; C: 97; D: 100; E: .; F: 91; G: .; H: 94
CN1C(=S)N(c2ccccc2)C2NC(=O)N(/N=C/C=C/c3ccccc3[N+](=O)[O-])C21 (stereo unspecified)
  A: 86; B: 97; C: 73; D: 81; E: .; F: 81; G: 87; H: 91
CN[C@]12CC3(C=CC(=O)C=C3)O[C@@]1(Cc1ccc(OC)cc1)N(C)C(=O)N2
  A: 18; B: 43; C: 9.5*; D: 24; E: 39; F: 71; G: 96; H: 80
COc1ccc(S(=O)(=O)n2ccc(-c3ccc4c(c3)CCC(C)(C)O4)n2)cc1OC
  A: 91; B: 28; C: 82; D: 112; E: 58; F: 56; G: .; H: 67
CC(=O)OCCN(CCc1ccccc1)CCc1ccccc1
  A: 108; B: 103; C: 106; D: 98; E: 98; F: 93; G: 104; H: 106
Cc1cc(NS(=O)(=O)c2ccc(-c3cnc(C4CC4)o3)cc2)ccc1Cl
  A: 51; B: 25; C: 4.8*; D: 34; E: 61; F: 45; G: 29; H: 15
N#Cc1c(N2CCCC2)nc2sc3cc(Cl)c(Cl)cc3n2c1=N
  A: 111; B: 84; C: 97; D: 92; E: 96; F: 98; G: 88; H: 107
CC(O)Cn1cnc2c1c(=O)n(C)c(=O)n2C (stereo unspecified)
  A: 103; B: 101; C: 104; D: 102; E: .; F: 99; G: 100; H: 100
Cc1cc(C)c2c(NC(=O)Nc3ccc(Cl)c(Cl)c3)n[nH]c2n1
  A: 104; B: 103; C: 109; D: 105; E: 117; F: .; G: .; H: 101
CCN1C2CCC1/C(=C\c1ccccc1)C(=O)/C2=C/c1ccccc1
  A: 77; B: 57; C: 48; D: 60; E: 59; F: 55; G: 71; H: 73
CC(C)NC(=O)c1ccc(CONC(=O)OCc2ccccc2)cc1
  A: 122; B: 104; C: 101; D: 89; E: 74; F: 116; G: .; H: 98
Nc1nc(/C=C\c2ccccc2)cc(-c2cc(/C=C\c3ccccc3)nc(N)n2)n1
  A: 118; B: 96; C: 113; D: 101; E: 96; F: 119; G: 95; H: 97
CCOc1ccccc1NC(=O)CCl
  A: 87; B: 71; C: 79; D: 100; E: 103; F: .; G: 111; H: 100
COc1cc(NC(=O)CC(C)=O)c(OC)cc1Cl
  A: 107; B: 103; C: 110; D: 98; E: 104; F: 110; G: 103; H: 100
COc1cc(C)cc2oc3oc(=N)c(-c4csc(-c5c[nH]c6ccccc56)n4)cc3c(=O)c12
  A: 99; B: 89; C: 89; D: 86; E: 68; F: 104; G: 105; H: 102
COc1cc(/C=C/C(=O)c2ccc(Oc3ncnc4ccccc34)cc2)cc(OC)c1OC
  A: 89; B: 81; C: 74; D: 82; E: 109; F: 95; G: 87; H: 73
COC(=O)[C@H]1O[C@@H](n2cnc3c(=O)[nH]cnc32)[C@H](O)[C@@H]1O
  A: 103; B: 104; C: 109; D: 103; E: 122; F: 110; G: 107; H: 108
CCOC(=O)C(=Cc1ccccc1OC)C(=O)OCC
  A: 92; B: 81; C: 74; D: .; E: 103; F: 84; G: 81; H: 69
CCCCN(CCCC)CC(=O)Nc1ccc(C(=O)OCC(C)C)cc1
  A: 107; B: 98; C: 99; D: 88; E: 81; F: 98; G: 96; H: 89

Sorted by length of the SMILES (lowest first): part of the list above.
Letters: A = SK-MEL-28; B = SK-MEL-5; C = M14; D = HOP-62; E = HOP-92; F = SK-MEL-2; G = EKVX; H = A549/ATCC
CCOC(=O)C(=Cc1ccccc1OC)C(=O)OCC
  A: 92; B: 81; C: 74; D: .; E: 103; F: 84; G: 81; H: 69
CC(=O)OCCN(CCc1ccccc1)CCc1ccccc1
  A: 108; B: 103; C: 106; D: 98; E: 98; F: 93; G: 104; H: 106
CC(C)NC(=O)c1ccc(CONC(=O)OCc2ccccc2)cc1
  A: 122; B: 104; C: 101; D: 89; E: 74; F: 116; G: .; H: 98
CCCCN(CCCC)CC(=O)Nc1ccc(C(=O)OCC(C)C)cc1
  A: 107; B: 98; C: 99; D: 88; E: 81; F: 98; G: 96; H: 89
Cc1cc(C)c2c(NC(=O)Nc3ccc(Cl)c(Cl)c3)n[nH]c2n1
  A: 104; B: 103; C: 109; D: 105; E: 117; F: .; G: .; H: 101
Nc1nc(/C=C\c2ccccc2)cc(-c2cc(/C=C\c3ccccc3)nc(N)n2)n1
  A: 118; B: 96; C: 113; D: 101; E: 96; F: 119; G: 95; H: 97
C#Cc1ccc(-n2c(/C=C/c3c(OC)cc(OC)cc3OC)nc3ncccc3c2=O)cc1
  A: 112; B: 96; C: 97; D: 100; E: .; F: 91; G: .; H: 94
COC(=O)[C@H]1O[C@@H](n2cnc3c(=O)[nH]cnc32)[C@H](O)[C@@H]1O
  A: 103; B: 104; C: 109; D: 103; E: 122; F: 110; G: 107; H: 108
COc1cc(C)cc2oc3oc(=N)c(-c4csc(-c5c[nH]c6ccccc56)n4)cc3c(=O)c12
  A: 99; B: 89; C: 89; D: 86; E: 68; F: 104; G: 105; H: 102

Compound activity (PubChem)
